Screens from PubChem BioAssay.
M4 ag: agonists of human muscarinic M4 receptor (CHRM4). P08173. CHO-K1 hM4/Gqi5, Fluo-8 calcium fluorescence; vehicle 0%, full acetylcholine response 100%. activation, % at 3 µM. actives 0.14% (n = 360,000). AID 624127;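 active = activation above the run mean over all test wells plus 3 SD, cut at about 32% in these data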;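 also: peak over basal fluorescence ratio per well then scaled between controls; 0% = DMSO wells and 100% = acetylcholine at EC100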
CHRM1 antagonist: blocks human M1 muscarinic receptor; actives 1.3% (n = 360,000); P11229; CHO-K1 hM1, Fluo-8 calcium fluorescence, ACh EC80 antagonist; inhibition, % at 3 µM;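 active = percent inhibition above its own plate's cutoff, namely the mean of that plate's compound wells plus 3 SD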;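 also: peak over basal fluorescence ratio during 140 s after agonist addition; 0% = ACh EC80 plus DMSO and 100% = DMSO alone without agonist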
M5 PAM: positive allosteric modulators of human muscarinic M5 receptor. P08912. CHO-K1 hM5, Fluo-8 calcium, ACh EC20 PAM; 0% = ACh EC20, 100% = ACh EC100. activation, % at 3 µM. actives 0.3% (n = 360,000). AID 624038;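 active = activation above the run cutoff, the mean activation of all test compounds plus 3 SD, cut at about 18% in these data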
Target sequence (P08912 whole entry, looked up): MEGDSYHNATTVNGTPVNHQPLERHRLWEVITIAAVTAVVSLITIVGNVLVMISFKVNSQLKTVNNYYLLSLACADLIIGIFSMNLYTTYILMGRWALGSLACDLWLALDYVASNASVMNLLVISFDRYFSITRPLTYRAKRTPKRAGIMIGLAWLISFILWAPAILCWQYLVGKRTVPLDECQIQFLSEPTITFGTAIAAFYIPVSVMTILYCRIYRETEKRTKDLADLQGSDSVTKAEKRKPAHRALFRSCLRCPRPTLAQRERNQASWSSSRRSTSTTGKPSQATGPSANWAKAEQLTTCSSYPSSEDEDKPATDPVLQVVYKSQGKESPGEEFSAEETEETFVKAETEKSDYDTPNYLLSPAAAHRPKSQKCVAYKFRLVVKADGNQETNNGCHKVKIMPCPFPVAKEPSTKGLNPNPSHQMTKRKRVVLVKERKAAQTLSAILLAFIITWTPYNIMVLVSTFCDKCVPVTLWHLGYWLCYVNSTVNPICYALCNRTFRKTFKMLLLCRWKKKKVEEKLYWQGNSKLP
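Assay system – human M5 receptor in CHO-K1 cells · Read-out – % activation, ACh-normalized · Technique – Fluo-8 calcium fluorescence · Dosing – single-point, 3 µM nominal · Incubation – Fluo-8 loading 80 min at 37 °C plus 30 min room temperature · Repeats – singlicate, one well per test compound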
TAAR1 ag: agonists of human TAAR1; CHO RD-HGA16 TAAR1, Fluo-8 calcium fluorescence; vehicle wells 0%, saturating PEA agonist 100%; AID 624467; Q96RJ0; activation, % at 3 µM; actives 0.99% (n = 360,000);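 active = activation above the mean activation of all test compounds in the run plus 3 SD, cut at about 38% in these data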
Target sequence (Q96RJ0 whole entry, looked up): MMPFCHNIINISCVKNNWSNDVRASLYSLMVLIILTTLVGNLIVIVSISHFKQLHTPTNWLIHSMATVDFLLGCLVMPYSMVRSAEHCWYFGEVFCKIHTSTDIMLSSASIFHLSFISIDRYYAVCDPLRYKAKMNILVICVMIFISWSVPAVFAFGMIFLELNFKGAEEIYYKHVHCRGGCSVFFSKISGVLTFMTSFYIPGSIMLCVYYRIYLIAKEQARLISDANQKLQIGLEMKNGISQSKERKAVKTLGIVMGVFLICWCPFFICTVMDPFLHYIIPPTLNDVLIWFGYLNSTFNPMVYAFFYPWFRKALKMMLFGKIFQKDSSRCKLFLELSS
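System: CHO-derived RD-HGA16 cells with stable Gα16 and human TAAR1. Times: 17-24 h plating, Fluo-8 75 min 37 °C, 30 min RT. Measured by: calcium-sensitive Fluo-8 signal, excitation 470-495, emission 515-575 nm. Read-out basis: % activation relative to PEA EC100 response. Control set: DMSO and PEA EC100. Repeats: no replicates (n 1).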
CHRM1 agonist: human M1 muscarinic receptor agonism; activation, % at 3 µM; actives 0.33% (n = 360,000); CHO-K1 hM1, Fluo-8 calcium fluorescence, agonist mode; 0% DMSO, 100% acetylcholine EC100;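 active = activation above the run's mean compound activation plus 3 SD, cut at about 16% in these data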;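 also: peak over basal fluorescence ratio within a 140 s kinetic read after compound addition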
CHRM5 antagonist: CHRM5 antagonism in calcium assay | P08912 | CHO-hM5 cells, Fluo-8 calcium fluorescence, ACh EC80 | inhibition, % at 3 µM | actives 0.59% (n = 360,000) | AID 624040;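 active = inhibition above a per-plate cutoff, the mean of that plate's test compounds plus 3 SD, cut at about 27% in these data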;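 also: 0% = acetylcholine EC80 with DMSO and 100% = DMSO without agonist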
M5 ag: CHRM5 agonism in calcium assay; activation, % at 3 µM; P08912; AID 624037; CHO-K1 hM5 cells, Fluo-8 calcium fluorescence; 0% DMSO wells, 100% maximal acetylcholine response; actives 0.19% (n = 360,000);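 active = activation above the run's mean over test compounds plus 3 SD, cut at about 23% in these data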;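 also: signal is peak over basal fluorescence ratio across the kinetic read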
M1 PAM: human CHRM1 positive allosteric modulation; P11229; CHO-K1 hM1, Fluo-8 calcium fluorescence, ACh EC20; 0% = ACh EC20, 100% = maximal ACh; activation, % at 3 µM; actives 0.088% (n = 360,000); AID 588819; in the data active = activation above about 19%, passing the limit was not always enough
M4 antag: CHRM4 antagonism in calcium assay | P08173 | inhibition, % at 3 µM | CHO-hM4 cells, ACh EC80, Fluo-8 calcium fluorescence | actives 0.73% (n = 360,000);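 active = inhibition above its plate's cutoff, the mean inhibition of sample wells plus 3 SD, cut at about 27% in these data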;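 also: 0% = acetylcholine EC80 with DMSO and 100% = DMSO without agonist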
The depositor's hits bear a star; . = not tested or not shown. The list is partial; the hit share may differ from the screen's.

mol,TAAR1 ag,M1 PAM,M4 ag,M5 ag,CHRM1 antagonist,M5 PAM,CHRM1 agonist,CHRM5 antagonist,M4 antag
CCc1ccc(OCC(=O)N/N=C(\C)c2ccc(OC(F)F)cc2)cc1,4,8,0,0,-4,-2,-6,-3,-6
Cc1cc2nc(C)n(CCCNC(=O)Nc3ccccc3)c2cc1C,1,7,2,-6,-12,-2,-3,1,-2
CC(=O)c1cccc(NC(=O)C2CC(=O)N(c3cccc(C)c3C)C2)c1 (stereo unspecified),6,2,4,3,-4,-3,0,-1,-9
OCCN1CCN(c2nc(N3CCCCC3)nc(N3CCCCC3)n2)CC1,35,12,2,0,-8,-2,7,5,2
Cc1ccc(S(=O)(=O)N/N=C\c2cc3c(cc2[N+](=O)[O-])OCO3)cc1,0,6,2,1,1,3,-1,1,6
CSc1ncccc1C(=O)N1CCCC(N2CCN(c3ccccc3C)CC2)C1 (stereo unspecified),1,-14,4,-1,-3,-7,-5,9,-11
CCOC(=S)SCC(=O)Nc1nc(-c2ccccc2)cs1,4,6,0,-2,-8,1,-6,-6,1
N#Cc1ncc(-c2ccc3c(c2)OCCOCCOCCOCCO3)nc1C#N,0,2,1,-1,14,-1,-5,-1,14
CC(=O)Nc1cccc(-c2cc(C)c3cc4c(cc3n2)OCO4)c1,-2,16,-1,-5,-11,-8,0,11,-5
CCOC(=O)c1c(NC(=O)COC(=O)C2CCC2)sc(C(=O)N(C)C)c1C,-1,7,1,1,-17,-5,-2,4,-8
COc1cccc(NC(=O)CN2C(=O)NC3(CCCc4ccccc43)C2=O)c1 (stereo unspecified),6,4,11,5,-1,1,0,0,-26
Cc1ccc(S(=O)(=O)/N=C(/Nc2c(C)cccc2C)c2ccccc2)cc1,-2,2,-1,1,3,4,-4,2,-2
O=C(N/N=C1\NC(=O)C(CO)(CO)S1)c1ccccc1,1,10,1,2,-10,11,-1,-2,5
COc1cccc(NC=C2C(=O)OC3(CCCCC3)OC2=O)c1,12,3,5,1,7,-4,-3,-2,-5
Cc1ccccc1NC(=O)c1ccc(Cn2cc([N+](=O)[O-])cn2)o1,5,-1,2,0,2,3,-7,-2,-1
N/C(=C\C(=O)c1cc(Cl)ccc1O)C(Cl)(Cl)Cl,11,-1,2,-5,0,1,-5,10,-15
COc1ccc(C(=O)NCC(=O)Nc2ccc(-c3ccccc3)cc2)cc1,5,3,2,-2,-5,4,-3,5,2
c1cc(OCCCN2CCCCC2)ccc1CN1CCCCC1,2,1,0,-6,-8,14,-10,-7,-4
CC(C)C(=O)Nc1sc2c(c1C#N)CCCCC2,0,2,-2,-2,0,-7,-4,-2,6
CCOc1ccc(C(=O)Nc2cccc(-n3cnnn3)c2)cc1OCC,9,-2,13,-3,13,-8,0,26,-1
CCOc1ccc(S(=O)(=O)N=C(c2ccccc2)N2CCOCC2)cc1,0,15,1,2,-27,7,-2,-5,-9
Cc1noc(C)c1COc1ccc(C(=O)OCC(=O)Nc2ccc3c(c2)OCO3)cc1,6,-3,3,1,1,-1,-1,-5,-6
Cc1nc(C(=O)NNC(=O)c2ccc(C(F)(F)F)cc2)cs1,18,20,0,1,-18,12,0,-1,4
COc1ccc(-c2cc(NC(C)=O)c3ncc(-c4ccccc4)n3c2)cc1OC,6,6,9,1,-1,-4,1,7,-8
S=C(NC1CCCCC1)N1CCN(c2ccccn2)CC1,12,3,4,-4,-6,2,-9,-6,-7
C/C(CC(=O)Nc1ccccn1)=N\NC(=O)C(=O)Nc1ccccc1C,1,-3,1,-3,6,-7,-4,0,6
CCOC(=O)N1CCC(C(=O)NNC(=O)c2ccc(Cl)cc2Cl)CC1,2,5,0,-2,16,1,-1,1,-2
CCOC(=O)c1[nH]c2ccc(OC)cc2c1NC(=O)CCN1CCSCC1,27,-6,1,-7,1,-1,-10,-2,1
O=C1c2ccccc2NC(c2cccc(Cl)c2)N1N=C1CCCCCC1 (stereo unspecified),9,2,1,-2,4,-5,-3,-1,1
COc1cc(-c2ccc(N3C(c4ccsc4)=Cc4ccccc4C3CC(C)=O)cc2)cc(OC)c1OC (stereo unspecified),2,.,-1,-1,.,-6,.,-1,-10
CCN(CC)CCN(C)c1ccc(N2C(=O)C3CC=CCC3C2=O)cc1[N+](=O)[O-] (stereo unspecified),1,-2,3,-6,2,5,-5,-6,-7
CC(N)c1csc(Nc2nccc(C(F)(F)F)n2)n1 (stereo unspecified),12,4,1,0,-11,0,-3,0,-3
Cn1c(N)c(C(=O)COC(=O)CCc2c[nH]c3ccccc23)c(=O)n(C)c1=O,37,6,7,0,-5,-3,0,-9,1
Cc1cc(C)cc(OCC(=O)OCCN2C(=O)c3ccccc3C2=O)c1,5,12,3,-3,-11,5,-4,-5,-8
O=C(Nc1ccccc1Cl)c1cc(S(=O)(=O)N2CCC3(CC2)OCCO3)ccc1F,0,6,7,0,-11,-3,-3,-3,-14
Cc1cc(=O)[nH]c(NN=C(CC(C)C)CC(C)C)n1,1,-2,-1,-3,3,-4,-5,-2,4
COc1ccc2c(c1)-c1c(sn(-c3ccccc3)c1=S)C(C)(C)N2,-1,3,-1,-4,-9,-6,-10,-3,0
Cc1ccc2c(Cl)c(C)c(N3CCCC3)nc2n1,1,7,-2,-6,-11,4,-10,-5,7
Cc1ccc(F)cc1NC(=O)N1CCCN(c2ccc(C(F)(F)F)cn2)CC1,2,4,3,-8,-15,-6,-4,13,-1
COc1cccc(C2CC(c3ccccc3)=NN2S(=O)(=O)c2ccc(C)cc2)c1OC (stereo unspecified),4,0,1,5,4,27*,-1,3,2
CC(Sc1n[nH]c(=O)n1Cc1ccccc1)C(=O)NCC1CCCO1 (stereo unspecified),1,21,1,3,-11,5,-2,2,-6
CSc1ccc(S(=O)(=O)NCc2ccc(Cl)cc2)cc1,6,8,-1,-1,-7,-5,-3,-8,9
O=C(O)CSc1nnc(-c2ccc3c(c2)OCO3)o1,10,12,0,2,-3,-7,2,15,-4
O=C1Nc2c(c(=O)[nH]c(=O)n2-c2ccccc2)C1(Nc1ncccn1)C(F)(F)F (stereo unspecified),2,15,0,-3,-45,2,-4,-9,-4
CCCN1CCC(=O)N(CCN=[N+]=[N-])CC1,5,0,1,5,-4,2,-6,5,-4
Cc1ccc2cc(NC(=O)c3ccc(C(C)(C)C)cc3)ccc2n1,13,-2,21,-3,3,0,-5,27*,20
Cc1cc(C)c(NC(=O)c2cc(S(=O)(=O)N3CCOCC3)ccc2F)c(C)c1,0,5,0,-3,-5,0,-3,-3,10
O=C(Cc1cccs1)N/N=C/C=C/c1ccco1,5,8,1,-2,-13,7,-3,-10,0
CCCN=C1NC(=O)C(CC(=O)NCCc2ccccc2)S1 (stereo unspecified),6,-6,0,-2,7,-3,-5,-3,7
CCN1CCCC1CN(Cc1cc2ccc(C)cc2[nH]c1=O)C(=S)Nc1ccc(OC)cc1 (stereo unspecified),0,6,1,1,-8,-3,-8,11,0
COc1cccc(CNC(=O)Cn2ncc3c(=O)oc4ccccc4c32)c1,2,2,1,0,-21,-4,-2,1,0
COc1ccc(C2=CC(=O)C[C@H](CN3C(=O)c4ccccc4C3=O)N(C(=O)OC(C)(C)C)O2)cc1,-2,-4,9,0,2,-3,-7,2,-1
COc1ccc(-n2nc3c(N4CCC(C(=O)NCc5ccco5)CC4)nnc(C)c3c2C)cc1,.,9,-1,-7,-15,3,-6,-1,-2
COc1cc(C(=O)OCC(=O)N2CCCC2=O)cc(OC)c1C,8,-6,1,6,12,0,-1,-4,-6
O=C(NCCCCCCNC(=O)c1ccccc1O)c1ccccc1O,9,-23,22,6,32*,-19,-1,28*,9
CCN(C[C@H]1N[C@@](Cc2ccccc2)(C(=O)OC)[C@H]2C(=O)N(Cc3ccccc3)C(=O)[C@@H]12)S(=O)(=O)c1ccc(-c2ccccc2)cc1,1,2,0,0,-10,-3,-2,-2,-25

Going on with the list.
mol,TAAR1 ag,M1 PAM,M4 ag,M5 ag,CHRM1 antagonist,M5 PAM,CHRM1 agonist,CHRM5 antagonist,M4 antag
O=C(CN1CCC(Cc2ccccc2)CC1)NCCc1ccc(F)cc1,3,7,1,-4,-7,14,-6,-8,-3
CCc1cc2c(N[C@@H](Cc3c[nH]c4ccccc34)C(=O)O)ncnc2s1,1,-1,1,0,-8,-1,-6,-3,2
Cc1ccccc1C(=O)NCCCn1ccnc1,0,0,-1,-3,9,-4,-5,7,4
Cc1nn(Cc2ccccc2)c(C)c1C(=O)N1CCN(CC(=O)Nc2ccc(F)cc2)CC1,2,0,2,4,-6,-8,-1,12,-13
O=C(CCc1nc(-c2ccccc2F)no1)NCCN1CCN(Cc2ccccc2)CC1,1,-8,3,-3,-25,-4,-6,7,5

CHRM5 antagonist: what is marked active above.
mol | TAAR1 ag | M1 PAM | M4 ag | M5 ag | CHRM1 antagonist | CHRM1 agonist | CHRM5 antagonist | M4 antag
Cc1ccc2cc(NC(=O)c3ccc(C(C)(C)C)cc3)ccc2n1 | 13 | -2 | 21 | -3 | 3 | -5 | 27* | 20
O=C(NCCCCCCNC(=O)c1ccccc1O)c1ccccc1O | 9 | -23 | 22 | 6 | 32* | -1 | 28* | 9
